Screening data as filed in PubChem BioAssay.
FXIa mix inh: blocks human factor XIa in pooled compound mixtures | actives 0.19% (n = 62,000) | AID 680 | purified FXIa, fluorogenic substrate | P03951 | inhibition, % at 5 µM;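 note: each value is inhibition by a whole ten-compound pool holding the compound; 0% = enzyme with no mixture and 100% = wells lacking enzyme; strong numbers were not always called active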
C1s inh: human complement C1s inhibition. P09871. purified C1s, fluorogenic AMC substrate, pooled mixtures. mean inhibition % of two 10-compound mixtures (stronger effect = higher value), % at 5 µM (by protocol). actives 0.16% (n = 62,000). AID 538;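 active = inhibition above 20% in each of the two 10-compound mixture wells holding the compound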;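 note: 0% = enzyme wells lacking compound mixture and 100% = no-enzyme blank wells; some compounds called inactive have numbers as strong as hits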
FXIIa mix inh: inhibitors of human coagulation factor XIIa, pooled mixtures; AID 684; P00748; purified FXIIa, fluorogenic substrate; inhibition, % at 5 µM; actives 0.2% (n = 62,000);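 note: 0% = enzyme without compound and 100% = no enzyme blank; some results filed as inactive read as strong as hits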
Cdc25B block: inhibitors of human Cdc25B phosphatase. P30305. recombinant Cdc25B, OMFP fluorescence Ex485/Em525. inhibition, %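 (compounds tested at 10 µM final in the well)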. actives 0.1% (n = 65,000); in the data active = inhibition above about 50%
Hsp90 inh: displaces geldanamycin probe from tumor Hsp90 | inhibition, % at 30 µM | actives 0.35% (n = 64,000) | NCI-N417 lysate Hsp90, Cy3B-geldanamycin FP displacement | P07900;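 active = inhibition above 50%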;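 note: 0% = tracer plus lysate wells and 100% = tracer alone without lysate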
CatG inh: blocks human cathepsin G enzyme activity; P08311; actives 0.2% (n = 62,000); purified enzyme, AMC-tetrapeptide fluorescence, pooled mixtures; inhibition, % at 5 µM (by protocol); AID 581;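 active = inhibition above 20% in each of the two mixture wells holding the compound; inactive = inhibition of 20% or less in either well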;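 note: 0% = enzyme control without mixture and 100% = blank lacking enzyme; strong numbers were not always called active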
Target sequence (P08311 21-244 limits assumed): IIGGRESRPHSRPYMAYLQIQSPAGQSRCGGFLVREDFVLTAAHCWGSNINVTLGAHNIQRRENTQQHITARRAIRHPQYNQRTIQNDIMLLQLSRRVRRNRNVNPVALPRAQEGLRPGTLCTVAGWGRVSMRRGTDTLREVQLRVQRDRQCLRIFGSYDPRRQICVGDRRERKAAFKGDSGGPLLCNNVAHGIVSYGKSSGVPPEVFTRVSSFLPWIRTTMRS
HTR1A agonist: activates the human 5-HT1a serotonin receptor | CHO 5-HT1a Ga15 NFAT-bla reporter, FRET ratio; 0% basal, 100% maximal reference agonist | activation, % at 10 µM | actives 0.56% (n = 65,000);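 active = activation above the screen-wide mean activation plus 3 SD, cut at about 19% in these data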;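 note: 0% = DMSO wells and 100% = 5-CT at EC100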
Target sequence (P08908 whole entry, looked up): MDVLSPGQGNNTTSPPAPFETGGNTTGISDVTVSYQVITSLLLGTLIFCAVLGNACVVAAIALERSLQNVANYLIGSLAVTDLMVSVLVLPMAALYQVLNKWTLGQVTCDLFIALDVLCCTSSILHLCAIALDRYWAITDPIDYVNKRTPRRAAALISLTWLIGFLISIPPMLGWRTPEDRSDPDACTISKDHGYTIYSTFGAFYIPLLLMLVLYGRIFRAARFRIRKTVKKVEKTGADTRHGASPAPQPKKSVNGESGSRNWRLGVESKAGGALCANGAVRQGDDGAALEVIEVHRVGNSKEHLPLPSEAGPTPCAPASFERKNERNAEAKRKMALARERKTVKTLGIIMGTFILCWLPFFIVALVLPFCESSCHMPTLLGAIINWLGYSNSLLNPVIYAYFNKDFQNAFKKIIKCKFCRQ
MKP-1 inh: human dual specificity phosphatase 1 inhibition; recombinant MKP-1, OMFP hydrolysis fluorescence; P28562; actives 0.15% (n = 65,000); inhibition, %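 (compounds tested at a single concentration somewhere between 10 and 100 µM)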;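 active = inhibition above about 50%, limit read from the data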;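 note: 0% = DMSO max control wells and 100% = wells with enzyme stopped by NaOH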
Target sequence (P28562 whole entry, looked up): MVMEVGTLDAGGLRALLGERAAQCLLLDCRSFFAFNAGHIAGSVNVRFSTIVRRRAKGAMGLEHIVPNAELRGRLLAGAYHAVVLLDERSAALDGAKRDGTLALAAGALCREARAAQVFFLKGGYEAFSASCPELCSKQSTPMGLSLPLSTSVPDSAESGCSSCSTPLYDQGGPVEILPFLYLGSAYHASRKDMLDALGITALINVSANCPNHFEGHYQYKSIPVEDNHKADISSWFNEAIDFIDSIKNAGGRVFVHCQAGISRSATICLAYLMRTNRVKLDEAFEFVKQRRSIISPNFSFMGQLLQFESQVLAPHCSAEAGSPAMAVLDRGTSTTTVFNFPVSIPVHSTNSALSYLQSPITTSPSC
CatL block: blocks human cathepsin L protease activity; P07711; inhibition, %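 (tested at 10 µM)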; purified cathepsin L, fluorogenic substrate, fluorescence; actives 0.17% (n = 58,000); in the data active = inhibition above about 45%;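 note: 0% = enzyme with no compound and 100% = no enzyme blank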
* hit, by the source's call; · = not tested or not shown. Cut-off read from the data, not from the text of the source, unless noted: active = inhibition above about 20% (passing the limit was not always enough); inactive = the rest. No enrichment for hits; about 1.6% have a hit in one of these screens.

SMILES	FXIa mix inh	C1s inh	FXIIa mix inh	Cdc25B block	Hsp90 inh	CatG inh	HTR1A agonist	MKP-1 inh	CatL block
CC(=O)c1c(N2CCN(c3cccc(Cl)c3)CC2)nc(=S)n(-c2ccccc2)c1C	3	-4	-1	-9	-4	0	-0.4	11	0
CCOC(=O)c1[nH]c2ccc(Br)cc2c1NC(=O)CNC	5	-8	2	-12	-3	12	-1.1	-14	17
COCCn1c(C)cc(C(=O)CSc2nnc(-c3cccnc3)n2-c2ccccc2F)c1C	8	9	4	3	-8	7	0.4	28	32
Cc1ccc(C2c3c(oc4ccccc4c3=O)C(=O)N2c2nnc(C)s2)o1 (configuration not stated)	·	·	·	-9	-8	·	-2.3	0	·
CCn1nnc(NC(=O)c2ccccc2Br)n1	-1	0	-29	-14	-8	9	-4.3	0	7
O=c1c2cccnc2[nH]c(=S)n1CCC1=CCCCC1	7	-87	-13	-8	0	-4	0.0	-2	22
CC1=C(C(N)=O)C(c2ccccn2)n2nc(-c3ccccc3Cl)nc2N1 (configuration not stated)	1	5	-1	-12	-1	-32	2.8	-4	11
CC1=C(C(=O)OCC2CCCO2)C(c2cccc(O)c2)NC(=O)N1 (configuration not stated)	4	10	9	4	1	12	0.7	7	36
COC(=O)COc1cccc(NC(=O)c2cccs2)c1	9	-1	-2	-14	-2	3	-1.8	-2	6
Cc1cc(N2CCN(S(=O)(=O)c3ccccc3)CC2)c2ccccc2n1	4	2	4	-1	-3	6	-0.8	2	·
CCC(=O)N/C(=N/c1nc(C)cc(C)n1)Nc1cccc(OC)c1	4	-14	4	-2	·	-4	·	22	0
Cn1c(=O)c2cnc(N3CCOCC3)nc2n(C)c1=O	4	1	2	5	0	8	-3.4	-16	-3
CCOc1cc(C2C3=C(CCCC3=O)NC3=C2C(=O)CCC3)cc(Cl)c1O	11	-13	-3	-4	3	-3	0.1	12	2
CCc1ccccc1NC(=O)c1ccoc1C	1	11	-1	-17	-14	8	-1.2	13	-1
O=C(CCc1ccc(S(=O)(=O)N2CCCCC2)cc1)c1nnc(-c2ccccc2)o1	0	-11	5	-2	·	-3	2.4	6	·
COc1ccc(C2C(C(=O)NCC3CCCO3)c3cc(OC)c(OC)cc3C(=O)N2C)cc1OC (configuration not stated)	-1	-86	4	-12	·	-11	-0.2	5	12
Cc1ccc(C)c(N2CCN(C(=O)CCS(=O)(=O)c3cccc4nonc34)CC2)c1	5	-224	2	-2	·	-20	-0.5	7	-2
COc1ccc(NC(=O)C2CCCN2S(=O)(=O)c2ccc3c(c2)CCC(=O)N3)c(OC)c1 (configuration not stated)	-3	-1	4	-7	8	9	-3.9	2	·
CC(=O)Nc1cccc(NC(=O)C2CCCN2C(=O)Nc2cccc(C)c2)c1 (configuration not stated)	-3	-6	3	-20	1	-4	-1.6	10	-1
O=C(Nc1ccccc1)N1CCn2c1nc1ccccc12	12	-3	5	-13	0	-1	0.5	7	-4
c1cncc(Nc2nc(-c3cccs3)cs2)c1	2	-36	7	3	-10	-7	-3.4	0	-5
O=c1c2ccccc2oc2nc(-c3ccco3)n(CCc3ccccc3)c(=O)c12	5	16	1	-2	-8	11	-2.3	11	11
Cc1cc(C(=O)NCCN2CCN(c3cccc(Cl)c3)CC2)n(-c2ccccc2)n1	-1	-15	4	-14	1	3	31*	4	19
CC(=O)NC(=O)NC1OC(=O)C(Cl)=C1Cl (configuration not stated)	6	18	-12	9	-4	12	-1.7	22	25
COc1ccc(CCNC(=O)COC(=O)c2cnc(C)cn2)cc1OC	6	8	7	-8	·	8	-1.2	7	24

The list goes on:
SMILES	FXIa mix inh	C1s inh	FXIIa mix inh	Cdc25B block	Hsp90 inh	CatG inh	HTR1A agonist	MKP-1 inh	CatL block
CCCCc1c(O)nc(SCC(=O)Nc2ccc3c(c2)CCC3)[nH]c1=O	-5	-10	5	-9	-4	9	-1.7	-7	10
COc1cc(OC)nc(NC(=O)CSc2nnc(-c3ccccc3)n2C2CCCCC2)n1	-6	-3	-8	-7	1	0	-1.5	16	20
CCOCCOC(=O)COc1ccc(N2C(=O)c3ccccc3C2=O)cc1	5	-7	1	-2	-1	3	-0.6	-3	-8
CCOC(=O)c1ccc(N2C(=O)CC(SCC(N)C(=O)OCC)C2=O)cc1 (configuration not stated)	-1	-47	0	-8	·	3	-1.7	5	·
Cc1cc(C)nc(NS(=O)(=O)c2ccc(NC(=O)CCC3COc4ccccc4O3)cc2)n1 (configuration not stated)	1	-4	6	-2	1	2	2.9	6	9
Cc1nc(N)sc1-c1csc(N(C)c2ccc(O)cc2)n1	4	13	-12	-6	8	7	0.2	9	-6
O=S(=O)(NCc1csc(-c2cccnc2)n1)c1cccs1	4	5	1	-16	-6	14	-2.9	9	·
Cc1sc2ncnc(N3CCCCC3C)c2c1C (configuration not stated)	-4	3	-21	-6	-4	1	-0.8	4	20
COc1ccc(-c2nnc(SC(C)C(=O)Nc3ccc4c(c3)OCCO4)o2)cc1 (configuration not stated)	-5	-42	0	-6	4	-2	-5.2	20	6
Cc1csc2c(C#N)c(=O)c3c(n12)CCC3	3	-10	1	16	-3	1	1.4	3	11
N=c1n(CCN2CCOCC2)c2ccccc2n1CC(=O)c1ccc(Cl)c(Cl)c1	20	-4	2	-16	0	2	-0.2	-7	6
Cc1cc(C)c2c(N)c(S(=O)(=O)c3ccccc3)sc2n1	5	8	-17	-11	-4	8	-1.0	-4	-14
CC(=O)N1CCN(Cc2cc(=O)n3cc(Cl)c(C)c(Cl)c3n2)CC1	-6	-43	3	-2	-3	-17	0.7	27	-3
COc1ccc(Cn2nnc3c(=O)[nH]c(C4CCN(C(=O)c5ccccc5Cl)CC4)nc32)cc1	3	-5	-3	15	-3	-1	-0.7	29	16
CCCCCn1c(CN2CCN(C(=O)OCC)CC2)nc2c1c(=O)[nH]c(=O)n2C	4	-7	-26	-4	1	0	-3.1	1	0
CCOc1ccccc1N1C(=O)c2ccc(C(=O)O)cc2C1=O	-5	-33	-12	1	-3	-43	-4.5	2	16
c1cc(CNC2=NCCCCC2)ccn1	-13	-42	-1	-11	36	1	-4.0	33	-3
O=C(c1cc(-c2ccccc2)on1)N1CCN(C(=O)c2ccco2)CC1	3	-3	-12	1	-4	-2	-4.2	-11	5
CCOc1cccc(NC(=O)C2CC(=O)N(C)C(=Nc3ccccc3)S2)c1 (configuration not stated)	6	-2	8	5	1	-3	-3.1	-10	-1
CCOC(=O)CSC1=C(C#N)C(c2ccc(C)cc2)C(C(=O)OC)C(=O)N1 (configuration not stated)	3	-21	3	0	1	11	2.1	-14	-6
COc1ccc(N2C(=O)CC(N3CCC(O)(c4cccc(C(F)(F)F)c4)CC3)C2=O)cc1 (configuration not stated)	7	5	-18	-8	-2	2	-2.1	-12	-3
COc1ccc(CSc2n[nH]c(C)n2)cc1Br	9	19	-3	-10	·	10	·	8	·
CC(=O)c1c(N2CCN(C(=O)c3ccco3)CC2)nc(=S)n(-c2ccccc2)c1C	0	-19	2	-7	-6	12	-0.1	-6	21
COc1ccc(C(=O)O)cc1S(=O)(=O)N(C)CCc1cccnc1	4	-8	-1	4	-3	-3	-2.0	-2	-3
O=C(COc1ccccc1)Nc1ccccc1N1CCCCC1	0	-29	4	-16	-5	-3	-1.7	9	12

Full records, quoted from the list.
`CC(=O)c1c(N2CCN(C(=O)c3ccco3)CC2)nc(=S)n(-c2ccccc2)c1C` as listed: FXIa mix inh: 0; C1s inh: -19; FXIIa mix inh: 2; Cdc25B block: -7; Hsp90 inh: -6; CatG inh: 12; HTR1A agonist: -0.1; MKP-1 inh: -6; CatL block: 21
`COc1cc(OC)nc(NC(=O)CSc2nnc(-c3ccccc3)n2C2CCCCC2)n1` as listed: FXIa mix inh: -6; C1s inh: -3; FXIIa mix inh: -8; Cdc25B block: -7; Hsp90 inh: 1; CatG inh: 0; HTR1A agonist: -1.5; MKP-1 inh: 16; CatL block: 20
`CCOc1ccccc1N1C(=O)c2ccc(C(=O)O)cc2C1=O` as listed: FXIa mix inh: -5; C1s inh: -33; FXIIa mix inh: -12; Cdc25B block: 1; Hsp90 inh: -3; CatG inh: -43; HTR1A agonist: -4.5; MKP-1 inh: 2; CatL block: 16

More entries
SMILES	FXIa mix inh	C1s inh	FXIIa mix inh	Cdc25B block	Hsp90 inh	CatG inh	HTR1A agonist	MKP-1 inh	CatL block
O=C(CSc1nnc(Cn2nnc(-c3ccccc3)n2)n1-c1ccccc1)Nc1ccccc1	·	·	·	1	-1	·	1.5	-8	·
CCOC(=O)N1CCN(C(=O)COc2ccc(S(=O)(=O)Nc3ccc(OCC)cc3)cc2)CC1	4	2	14	-9	-6	6	-1.0	17	11
CNC(=O)c1ccc(-c2sc3nc(N4CCOCC4)c4c(c3c2N)CCCC4)o1	-7	-34	-8	-7	8	7	4.3	43	-53
Cc1nnc(NC(=O)CSC2CCCCC2)s1	6	12	8	-4	3	30	-1.5	3	·
COC(=O)C(C)n1cnc2c(nnn2-c2ccc(OC)cc2)c1=O (configuration not stated)	3	19	-10	-7	-2	9	-2.1	-1	11
Cc1cccc(-c2noc(C3CCCCC3)n2)c1	6	0	16	-5	-4	0	-0.5	-3	-14
C=CCCCOc1ccc(C(=O)O)cc1	7	-28	13	-5	-3	1	-4.4	-5	-11
Cn1c(=O)n(CCN2CCOCC2)c(=O)c2c1nc1n2CCN1c1ccc(Oc2ccccc2)cc1	·	·	·	-3	-2	·	-1.3	18	·
O=C1CCCC2=C1C1(CCCCC1)N=C(Nc1nc3ccccc3o1)N2	-2	21	10	-6	0	9	-2.9	6	-5
CCOC(=O)c1[nH]c(C)c(C(=O)OCc2c(C)noc2C)c1C	5	-12	2	-18	-4	-2	-1.6	5	2
COc1ccccc1N1CCN(C(=O)C(Cc2ccccc2)NC(=O)C2CCCCC2)CC1 (configuration not stated)	-2	6	-1	-13	-3	4	-0.6	7	4
CC(C)CC(c1nnnn1Cc1ccco1)N1CCN(c2cccc(Cl)c2)CC1 (configuration not stated)	5	-10	-1	1	-2	-12	5.4	5	-6
Cc1cc(NC(=O)c2ccc(N(C)S(=O)(=O)c3ccccc3)cc2)no1	-17	-47	2	-5	-1	1	-0.6	-7	12
CCOC(=O)N1CCC(NC(=O)CCCN2C(=O)CSc3ncccc32)CC1	-2	5	9	-7	-6	4	-2.0	-1	27

Some entries already given, reduced to Hsp90 inh and FXIIa mix inh:
mol,Hsp90 inh,FXIIa mix inh
CC(C)CC(c1nnnn1Cc1ccco1)N1CCN(c2cccc(Cl)c2)CC1 (configuration not stated),-2,-1
C=CCCCOc1ccc(C(=O)O)cc1,-3,13
COc1ccccc1N1CCN(C(=O)C(Cc2ccccc2)NC(=O)C2CCCCC2)CC1 (configuration not stated),-3,-1
O=C1CCCC2=C1C1(CCCCC1)N=C(Nc1nc3ccccc3o1)N2,0,10
O=C(CSc1nnc(Cn2nnc(-c3ccccc3)n2)n1-c1ccccc1)Nc1ccccc1,-1,·
Cc1cccc(-c2noc(C3CCCCC3)n2)c1,-4,16
